Compound activity from PubChem.
FH mod – Identification of activators of human fumarate hydratase by quantitative high-throughput screening. AID 1347055, 2019. Potency, µM (highest dose often 79.9 µM), without a hit: at the top dose activity change, negative = inhibition, usual class: inhibitors. actives 0.22% (n = 54,000). Fumarate hydratase, mitochondrial (Homo sapiens), P07954. FH coupled MDH/diaphorase resazurin fluorescence, 15 min; also: the screen sought activators but most active calls are inhibition curves; nearly all actives have a fitted effect of over 45% in size
Target sequence (P07954 whole entry, looked up): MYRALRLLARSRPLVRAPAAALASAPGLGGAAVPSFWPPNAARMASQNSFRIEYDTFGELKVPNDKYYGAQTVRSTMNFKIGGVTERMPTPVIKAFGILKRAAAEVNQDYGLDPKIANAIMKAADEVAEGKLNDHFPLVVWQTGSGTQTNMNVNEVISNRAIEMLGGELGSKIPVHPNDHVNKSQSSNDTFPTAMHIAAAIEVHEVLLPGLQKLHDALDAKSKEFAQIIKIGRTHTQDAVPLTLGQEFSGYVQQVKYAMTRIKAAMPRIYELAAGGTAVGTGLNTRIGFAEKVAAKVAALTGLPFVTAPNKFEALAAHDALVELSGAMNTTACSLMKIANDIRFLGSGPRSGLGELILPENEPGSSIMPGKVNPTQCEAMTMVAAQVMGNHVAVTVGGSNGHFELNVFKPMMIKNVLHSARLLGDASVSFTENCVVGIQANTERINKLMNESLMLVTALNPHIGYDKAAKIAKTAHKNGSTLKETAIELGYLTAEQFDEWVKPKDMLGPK
NTMT1 inhibitor – NTMT1 methyltransferase inhibition | Q9BV86 | NTMT1 MTase-Glo SAH luminescence, purified enzyme | Potency, µM (doses to about 114 µM), for inactives: at the highest dose activity change, negative = inhibition, most hits filed as inhibitors | actives 2.5% (n = 59,000);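 also: plate controls were DMSO vehicle for no effect and no enzyme for full effect; nearly all actives have a fitted effect of over 65% in size; many of its hits are not listed in these tables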
Target sequence (Q9BV86 whole entry, looked up): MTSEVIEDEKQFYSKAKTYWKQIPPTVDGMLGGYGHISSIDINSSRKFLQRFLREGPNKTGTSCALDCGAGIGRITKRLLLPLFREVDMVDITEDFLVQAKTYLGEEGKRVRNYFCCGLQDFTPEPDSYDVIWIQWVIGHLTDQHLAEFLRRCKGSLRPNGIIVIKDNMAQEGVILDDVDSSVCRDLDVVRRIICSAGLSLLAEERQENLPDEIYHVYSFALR
* hit, by the source's call; ? = inconclusive; & = joins results of further samples; [ ] = remark or other dose. Calls follow the shape of the dose curve; as a rule, active = well fitted curve in the direction sought with a large enough effect; inconclusive = small, poorly fitted or top-dose-only effect, or another doubt; inactive = no such curve, though single readings can be large; an effect the other way counts as inactive or inconclusive. Unless noted, % is scaled to controls: 0 for no effect and ±100 for the full control effect; potency is read from the fitted curve at half-maximal effect.

Sequence of screens – FH mod | NTMT1 inhibitor
- C/C(=C\CC[C@@H](C)[C@H]1CC(O)[C@@]2(C)C3CC[C@H]4C(C)(C)[C@@H](OC5OCC(O)C(O)C5OC5OC(CO)C(O)C(O)C5O)CC[C@@]45C[C@@]35CC(O)[C@]12C)C(=O)O (stereo partly specified)
 : 0%[20.6 µM] | 16%[12.6 µM]
- CCCCOCCOCCOCc1cc2c(cc1CCC)OCO2
 : 0%[53.3 µM] | 14%[57.5 µM]
- COC(=O)c1cc(OC)cc(OC)c1C(=O)c1c(OC)cc2c(c1O)C1CCCC(C)(O2)O1 (stereo unspecified)
 : 1%[53.3 µM] | -11%[29.8 µM]
- O=C1CCCc2c(O)cccc21
 : -6%[53.3 µM] | 17%[57.5 µM]
- O=C(O)Cc1cn([C@@H]2OC[C@@H](O[C@@H]3O[C@H](CO)[C@@H](O)[C@H](O)[C@H]3O)[C@H](O)[C@H]2O[C@@H]2O[C@H](CO)[C@@H](O)[C@H](O)[C@H]2O)c2ccccc12
 : 4%[20.6 µM] | -14%[12.6 µM]
- COc1c(C)c(C(=O)c2ccc(N)c(C(=O)O)c2)n2ccccc12
 : -23%&-17% | -12%&1%[57.5 µM]
- O=C(O)Cn1c(=O)n(Cc2ccc(Br)cc2F)c(=O)c2ccc(Cl)cc21
 : -11%[53.3 µM] | -8%[57.5 µM]
- O=C(/C=C/c1ccc(O)cc1)O[C@H]1[C@H](OC2CCCCC2O)O[C@H](CO)[C@@H](O)[C@@H]1O (stereo partly specified)
 : -4%[53.3 µM] | -6%[29.8 µM]
- CC(NCCC(c1ccccc1)c1ccccc1)c1ccccc1 (stereo unspecified)
 : -2%[53.3 µM] | -20%[57.5 µM]
- Cc1nc(-c2cccnc2)sc1C(=O)Nc1ccccc1-c1cn2c(CN3CCOCC3)csc2n1
 : 3% | 14%
- CC(=O)CC/C=C(\C)CC/C=C(\C)CC/C=C(\C)CCC=C(C)C
 : -8%[53.3 µM] | 21%[57.5 µM]
- CC1(C)C[C@H]2C3=CCC4[C@@]5(C)CC[C@H](O[C@H]6O[C@H](C(=O)O)[C@@H](O)[C@H](O)[C@H]6O[C@H]6O[C@H](CO)[C@@H](O)[C@H](O)[C@H]6O[C@@H]6O[C@H](CO)[C@@H](O)[C@H](O)[C@H]6O)[C@](C)(CO)C5CC[C@@]4(C)[C@]3(C)CC[C@@]2(C)[C@H](O[C@@H]2OC[C@H](O)[C@H](OC3O[C@H](CO)[C@@H](O)[C@H](O)[C@H]3O)[C@H]2O)[C@@H]1O (stereo partly specified)
 : 18%[13.5 µM] | 9%[6.45 µM]
- COC(=O)C1=CO[C@@H](O[C@@H]2O[C@H](CO)[C@@H](O)[C@H](O)[C@H]2O)[C@H]2[C@@H]1[C@H](O)[C@H](O)[C@]2(C)O
 : 3%[53.3 µM] | 15%[29.8 µM]
- N#Cc1cc(CN2CCC(Nc3ncnc4sc(Cl)cc34)CC2)ccc1F
 : 2% | -7%[57.5 µM]
- Cc1cc(CC(=O)O)c(C)n1-c1ccc(Cl)cc1
 : -15%[53.3 µM] | -20%[57.5 µM]
- COC(=O)C1=C(C)NC(C)=C(C(=O)O[C@@H]2CCCN(Cc3ccccc3)C2)[C@@H]1c1cccc([N+](=O)[O-])c1
 : ? | ?
- O=C(NCCCCCCCCNC(=O)C(Cl)Cl)C(Cl)Cl
 : 11% | -14%[57.5 µM]
- COc1ccccc1OCC(O)CO (stereo unspecified)
 : 0%[53.3 µM] | 20%[57.5 µM]
- CC1=C(C)C(=O)OC(C(C)C2CCC3C4CC=C5CC(OC6OC(COC7OC(CO)C(O)C(O)C7O)C(O)C(O)C6O)CC(O)C5(C)C4CCC23C)C1 (stereo unspecified)
 : -4%[20.6 µM] | -3%[12.6 µM]
- CC/C(=C(\c1ccccc1)c1ccc(OCCN(C)C)cc1)c1ccccc1
 : ? | ?
- CC(C)=CCC[C@@](C)(O)[C@H]1CC=C(C)CC1
 : -1%[53.3 µM] | 35%[activator][57.5 µM]
- C[C@@H](NCc1cc2ccccc2[nH]1)c1cccc2ccccc12
 : -2%[53.3 µM] | ?
- CCOC(=O)c1cnc2c(cnn2CC)c1NN=C(C)C
 : -18%&-2%[53.3 µM] | 13%[57.5 µM]
- C=C(CCO)C(=O)OCC1OCC(OC(=O)C(=C)CCO[C@@H]2O[C@H](CO)[C@@H](O)[C@H](O)[C@H]2O)C(O)C1O (stereo partly specified)
 : 4%[53.3 µM] | -1%[29.8 µM]
- O=C(c1ccc2nccnc2c1)N1CCCCC1
 : 12% | 9%[57.5 µM]
- O=c1[nH]c(=O)n([C@H]2C[C@H](O)[C@@H](CO)O2)cc1F
 : 5%[53.3 µM] | 16%
- Cc1ccc(C)c(NS(=O)(=O)c2cc(C(=O)Nc3ccccc3-c3ccccc3)ccc2C)c1
 : -17% | 6%[57.5 µM]
- CCCC(=O)O[C@]1(C(=O)COC(=O)CC)CC[C@H]2[C@@H]3CCC4=CC(=O)CC[C@]4(C)[C@H]3[C@@H](O)C[C@@]21C
 : -3%[20.6 µM] | 34%[29.8 µM]
- C=C1/C(=C/C=C2\CCC[C@]3(C)[C@@H]([C@H](C)/C=C/[C@H](O)C4CC4)CC[C@@H]23)C[C@@H](O)C[C@@H]1O
 : -14% | -3%[57.5 µM]
- CN1CCN(C2=Nc3ccccc3Oc3ccc(Cl)cc32)CC1
 : -5%&0%[53.3 µM] | -3%[57.5 µM]
- CCCCCCCCCCCCCCCC[n+]1ccccc1
 : -8%[53.3 µM] | 22µM*
- CC(=O)SCC(Cc1ccccc1)C(=O)NCC(=O)OCc1ccccc1 (stereo unspecified)
 : 6%[53.3 µM] | -16%
- CCc1cc(C(C)=NOCc2ccc(C3CCCCC3)c(C(F)(F)F)c2)ccc1CN1CC(C(=O)O)C1
 : -6%[53.3 µM] | -7%[57.5 µM]
- CC(=O)O[C@@]1(C)[C@@H]2CC(=C(C)C)C(=O)C[C@@]2(C)CC[C@H]1OC(=O)C1(C)OC1C (stereo partly specified)
 : 8%[53.3 µM] | -1%[29.8 µM]
- Cc1ncc([N+](=O)[O-])n1C
 : -6%[53.3 µM] | 40%[activator][57.5 µM]
- CC(C)(C)CC(C)(C)c1ccc(O)c(Cc2ccc(Cl)cc2Cl)c1
 : -30%[53.3 µM] | 32%[activator][57.5 µM]
- O=Cc1ccc(O)c(O)c1O
 : 15µM* | 18µM*
- CCOC(=O)c1cnn(-c2ccccc2)c1NC(=O)c1cc2nc(-c3ccco3)cc(C(F)(F)Cl)n2n1
 : 4% | 0%[57.5 µM]
- COc1ccc(NS(=O)(=O)c2ccc(N)cc2)nn1
 : 3%[53.3 µM] | ?
- CC1CCC2C(C)(C)[C@H](O)CC[C@]2(C)C12Cc1c(O)cc3c(c1O2)CN(C(CCC(=O)O)C(=O)O)C3=O (stereo partly specified)
 : 1%[53.3 µM] | 39%[activator][57.5 µM]
- NS(=O)(=O)c1cc2c(cc1Cl)NC(CSCc1ccccc1)=NS2(=O)=O
 : 4%[53.3 µM] | 26%[57.5 µM]
- COc1ccc(COc2ccc(Cc3cnc(N)nc3N)cc2OC)cc1
 : 1% | 12%&-5%
- OCCN1C[C@H](O)[C@@H](O)[C@H](O)[C@@H]1CO
 : -8%[53.3 µM] | 13%[57.5 µM]
- CCCCCCCCCCCCCC#CC(=O)[C@@H]1COC(C)(C)N1C(=O)OC(C)(C)C
 : 0% | -4%
- C[C@@H]1CC[C@]2(C(=O)O)CC[C@]3(C)C(=CCC4[C@@]5(C)CC[C@H](O)C(C)(C)C5C(O)C[C@]43C)[C@@H]2[C@]1(C)O (stereo partly specified)
 : -4%[53.3 µM] | 0%[29.8 µM]
- C=C1C(=O)O[C@@H]2/C=C(\C)C(=O)/C=C/[C@](C)(O)C[C@@H](OC(=O)C(C)C)[C@@H]12
 : 7%[53.3 µM] | -19%[29.8 µM]
- C/C=C/CCC1Cc2cc(O)c(CCCC)c(O)c2C(=O)O1 (stereo unspecified)
 : -8% | -6%[57.5 µM]
- CCC(C)C(=O)O[C@H]1[C@@H](O[C@H]2O[C@H](CO)[C@@H](O)[C@H](O)[C@H]2O)O[C@H](CO)[C@@H](O)[C@@H]1O (stereo partly specified)
 : 0%[53.3 µM] | 3%[29.8 µM]
- C/C=C/C1=CC2=C(CO1)C(=O)C(C)(OC(=O)c1c(C)cc(O)cc1OC)C(O)C2 (stereo unspecified)
 : -1%[53.3 µM] | 1%[29.8 µM]
- COCCN1CCC(C(=O)NO)(S(=O)(=O)c2ccc(Oc3ccc(OC(F)(F)F)cc3)cc2)CC1
 : 8% | -1%[57.5 µM]

Carrying on.
Sequence of screens – FH mod | NTMT1 inhibitor
- CNCCN1CCC(c2cc(CN(C)C(=O)c3cccc(Oc4ccccc4)c3)ccn2)CC1
 : 5%[53.3 µM] | 5%[29.8 µM]
- CCCCNc1ccc(C(=O)OCCN(CC)CC)cc1
 : -6%[53.3 µM] | ?
- CC/C=C\C/C=C\C/C=C\CCCCCCCC(=O)OCC(O)COC1OC(CO)C(O)C(O)C1O (stereo unspecified)
 : -4%[53.3 µM] | -2%[29.8 µM]
- CC(CN(C)C)C(C)(O)Cc1ccc(Cl)cc1 (stereo unspecified)
 : -8%[53.3 µM] | 5%[57.5 µM]
- CC1(CO)CC[C@]2(C(=O)O[C@@H]3O[C@H](CO)[C@@H](O)[C@H](O)[C@H]3O)CC[C@]3(C)C(=CCC4[C@@]5(C)CC[C@H](O[C@@H]6O[C@H](C(=O)O)[C@@H](O)[C@H](O)[C@H]6O)C(C)(C)C5CC[C@]43C)C2C1 (stereo partly specified)
 : 4%[20.6 µM] | 17%[12.6 µM]
- Cc1[nH]cnc1CN1CCc2c(c3ccccc3n2C)C1=O
 : 0%[53.3 µM] | ?
- CN(C)C1CCN(C(=O)c2ccc(NC(=O)Nc3nc(N4CCOCC4)nc(N4CCOCC4)n3)cc2)CC1
 : -6%[53.3 µM] | 11%
- N[C@@H](Cc1cc(I)c(Oc2ccc(O)c(I)c2)c(I)c1)C(=O)O
 : 9% | -2%[57.5 µM]
- C/C=C(\C)C(=O)OC1C=C(C)CC(OC(=O)c2ccc(O)cc2)C2C1(C)CCC2(O)C(C)C (stereo unspecified)
 : -2%[53.3 µM] | 9%[29.8 µM]
- CC(=O)c1ccc(O[C@@H]2O[C@H](CO[C@@H]3OC[C@@H](O)[C@H](O)[C@H]3O)[C@@H](O)[C@H](O)[C@H]2O)cc1
 : 8%[53.3 µM] | 4%[29.8 µM]

Some of the entries above, set out differently.
C[C@@H]1CC[C@]2(C(=O)O)CC[C@]3(C)C(=CCC4[C@@]5(C)CC[C@H](O)C(C)(C)C5C(O)C[C@]43C)[C@@H]2[C@]1(C)O (stereo partly specified)
- FH mod: -4%[53.3 µM]
- NTMT1 inhibitor: 0%[29.8 µM]

C=C1C(=O)O[C@@H]2/C=C(\C)C(=O)/C=C/[C@](C)(O)C[C@@H](OC(=O)C(C)C)[C@@H]12
- FH mod: 7%[53.3 µM]
- NTMT1 inhibitor: -19%[29.8 µM]

More records follow.
Sequence of screens – FH mod | NTMT1 inhibitor
- CCOc1ccc(-c2cc(NC(=O)c3c(F)cccc3F)c(C(=O)O)s2)cc1
 : ? | -5%[57.5 µM]
- O=C(OCC1(COC(=O)c2cccnc2)CCCC(COC(=O)c2cccnc2)(COC(=O)c2cccnc2)C1O)c1cccnc1
 : -1%[53.3 µM] | 16%[57.5 µM]
- Cn1cc(-c2ccc(S(=O)(=O)n3ccc(/C=C/C(=O)Nc4ccccc4N)c3)cc2)cn1
 : -15% | 3%
- Cc1nnc(C(C)C)n1C1C[C@H]2CC[C@@H](C1)N2CC[C@H](NC(=O)C1CCC(F)(F)CC1)c1ccccc1 (stereo partly specified)
 : 1%[53.3 µM] | 19%[57.5 µM]
- CC(C)(O)C1CC=C(C(=O)OC[C@H]2O[C@@H](Oc3cc(C(=O)O)cc(O)c3O)[C@H](O)[C@@H](O)[C@@H]2O)CC1 (stereo partly specified)
 : 2%[53.3 µM] | -4%[29.8 µM]
- NCc1c[nH]c(=S)n1C1CCc2c(F)cc(F)cc2C1 (stereo unspecified)
 : 7% | -6%[57.5 µM]
- CCOc1cc(CC(=O)NC(CC(C)C)c2ccccc2N2CCCCC2)ccc1C(=O)O (stereo unspecified)
 : -3% | ?
- Cc1ccccc1C(=O)Nc1ccc(C(=O)N2CCCC(N(C)C)c3ccccc32)cc1 (stereo unspecified)
 : 3% | 4%&3%[57.5 µM]
- CCC(C)(Oc1ccc(C2(c3ccc(OC(C)(CC)C(=O)O)cc3)CCCCC2)cc1)C(=O)O (stereo unspecified)
 : -17% | 18%
- COC(=O)[C@]1(C)CCC[C@@]2(C)[C@@H]3CC[C@@H]4C[C@@]3(CC[C@@H]21)C[C@H]4C(=O)O
 : 7%[53.3 µM] | 7%[29.8 µM]
- COc1ccccc1N1CCN(CCCCNC(=O)c2ccc(-c3ccc(C(C)=O)cc3)cc2)CC1
 : 0%[53.3 µM] | 7%[57.5 µM]
- Nc1nc(Nc2ccc(S(N)(=O)=O)cc2)n(C(=S)Nc2c(F)cccc2F)n1
 : 12% | 18%[57.5 µM]
- O=C(CC(c1ccccc1)c1ccccc1)N1CCN(C(c2ccccc2)c2ccccc2)CC1
 : -5% | 5%[57.5 µM]
- O=C(CSc1nc2c(c(=O)n1-c1ccccc1)SCC2)Nc1ccc(-c2ccccc2)cn1
 : 3% | 3%[57.5 µM]
- OC[C@H]1O[C@@H](OCCc2ccccc2)[C@H](O[C@@H]2OC[C@](O)(CO)[C@H]2O)[C@@H](O)[C@@H]1O
 : 3%[53.3 µM] | 5%[29.8 µM]

Not all compounds are listed, so the mix of outcomes need not match the whole.
